High-throughput results deposited in PubChem BioAssay by several laboratories.
K1F lysis inhibition – inhibition of K1F phage lysis, E. coli UTI89, bacterial capsule biogenesis inhibitors, alamar blue (AID 488966); one-dose inhibition, % at 100 µM; IC50 in µM for titrated hits; actives 0.02% (n = 340,000); E. coli UTI89 K1F phage lysis, alamar blue, 2 h; higher % means a stronger effect;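 active = phage lysis inhibition, versus mean bacterial control, above a set limit; inconclusive = no clear call, values can overlap the other calls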;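 also: capsule biogenesis inhibitors block K1F phage lysis so surviving cells raise fluorescence; higher fluorescence means more inhibition of phage lysis; actives were called in the ten point dose series up to 300 µM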
SV40 large T antigen – SV40 large T antigen inhibitors, biochemical (AID 1903) | actives 0.39% (n = 310,000) | inhibition, % at 20 µM; hits with a dose series show IC50 in µM | SV40 large T antigen ATPase/helicase inhibition assay; higher % means a stronger effect; in the data active = a potency from the dose series; inconclusive = inhibition mostly from about 32% at the one dose, without a potency; inactive = the rest, 99 in 100 with inhibition below about 32%; also: strong numbers were not always called active
T cell HTS – modulators of CD8 T cell-vesicle binding, primary screen, mouse 2C CD8+ T cells, flow cytometry; 2C CD8+ T cell-vesicle binding; hits give low values; calls only at 7 µM; actives 0.068% (n = 330,000); AID 2052, 2009;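 active = response, share of CD8 T cells binding vesicles, and their 90th percentile fluorescence all below set limits, cut at about 80% in these data, passing the limit was not always enough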
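Material: murine 2C transgenic CD8+ T lymphocytes / Also added: QL9-peptide-loaded Drosophila micro-vesicles bearing Ld, ICAM-1 and B7-1 / Schedule: binding step 1.5 h, 37 °C, antibody labelling 20 min, ice / Signal: flow cytometry, PE anti-B7-1 (FL2) versus Alexa647 anti-CD8 (FL8), PFA-fixed / Evaluation: percent CD8+ FL2 mean versus row control / Benchmarks: naked versus QL9-loaded vesicles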
West Nile virus CPE – West Nile virus antiviral activity, cell-based, CPE readout (AID 1621). West Nile virus-infected cells, CPE inhibition; higher % means a stronger effect. CPE inhibition, % at 10 µM; hits with a dose series show IC50 in µM. actives 0.02% (n = 290,000); in the data active = a potency from the dose series; inconclusive = CPE inhibition mostly from about 3.7% at the one dose, without a potency; inactive = the rest, 99 in 100 with CPE inhibition below about 2.2%; also: strong numbers were not always called active
RSV CPE inhibition – RSV antiviral activity via CPE protection, HEp-2 cells, primary 10 µM value included (AID 2391). actives 0.13% (n = 310,000). HEp-2 cells, RSV-induced CPE inhibition; higher % means a stronger effect. one-dose CPE inhibition, % at 10 µM; IC50 in µM for titrated hits; in the data active = a potency from the dose series; inconclusive = CPE inhibition mostly from about 23% at the one dose, without a potency; inactive = the rest, 99 in 100 with CPE inhibition below about 21%; also: strong numbers were not always called active
Dengue-2 NS5 capping – Dengue-2 NS5 methyltransferase inhibitors, primary screen, biochemical, confirmation dose response (AID 588689) | Genome polyprotein (Dengue virus type 2 (strain 16681-PDK53)) | Dengue-2 NS5 methyltransferase capping enzyme assay, biochemical; higher % means a stronger effect | one-dose inhibition, % at 25 µM; IC50 in µM for titrated hits | actives 0.3% (n = 340,000); in the data active = a potency from the dose series; inconclusive = inhibition above about 29% without an active follow-up result
MgcRacGAP inhibition – MgcRacGAP GTPase-activating activity inhibitors, confirmation, biochemical, ADP Hunter fluorescence; one-dose inhibition, % at 30 µM; IC50 in µM for titrated hits; actives 0.6% (n = 340,000); MgcRacGAP-stimulated Rac1 GTP hydrolysis, ADP Hunter fluorescence; higher % means a stronger effect; GST-tagged Rac1 F28L mutant substrate;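 active = first-screen hits whose inhibition reached a set limit at any dose in the follow-up dose series; inconclusive = inhibition above the set first-screen limit but never retested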;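 also: fluorescence reports GDP produced by GAP-driven GTP hydrolysis; strong numbers were not always called active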
PhoP inhibition – inhibitors of PhoP regulon expression, primary screen, Salmonella Typhimurium, GFP reporter (AID 1863) | S. Typhimurium PhoP-regulated promoter GFP reporter, 4 h; higher % means a stronger effect | inhibition, % at 50 µM; hits with a dose series show IC50 in µM | actives 0.16% (n = 300,000);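 active = inhibition over 29.93%, a cutoff 3 SD above the screen mean, later confirmed by dose response; inconclusive = inhibition over 29.93% but no dose response follow-up; inactive = inhibition at most 29.93% or unconfirmed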;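 also: 0% = low Mg2+ inducing control and 100% = high Mg2+ repressing control; strong numbers were not always called active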
NTR1 agonist – agonists of NTR1, primary screen, imaging, U2OS cells, beta-arrestin-GFP, high content (AID 493036); Neurotensin receptor type 1 (Homo sapiens), P30989; NTR1-U2OS beta-arrestin-GFP spot imaging, agonist mode; activation, % at 20 µM; actives 0.17% (n = 330,000);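 active = activation at or above 40% of the spot to cytoplasm intensity ratio, with at least 20 cells analyzed; inconclusive = wells under 20 cells, flagged as cytotoxic or low count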;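 also: 0% = DMSO without peptide and 100% = 100 nM NTR1 peptide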
Target sequence (P30989 whole entry, looked up): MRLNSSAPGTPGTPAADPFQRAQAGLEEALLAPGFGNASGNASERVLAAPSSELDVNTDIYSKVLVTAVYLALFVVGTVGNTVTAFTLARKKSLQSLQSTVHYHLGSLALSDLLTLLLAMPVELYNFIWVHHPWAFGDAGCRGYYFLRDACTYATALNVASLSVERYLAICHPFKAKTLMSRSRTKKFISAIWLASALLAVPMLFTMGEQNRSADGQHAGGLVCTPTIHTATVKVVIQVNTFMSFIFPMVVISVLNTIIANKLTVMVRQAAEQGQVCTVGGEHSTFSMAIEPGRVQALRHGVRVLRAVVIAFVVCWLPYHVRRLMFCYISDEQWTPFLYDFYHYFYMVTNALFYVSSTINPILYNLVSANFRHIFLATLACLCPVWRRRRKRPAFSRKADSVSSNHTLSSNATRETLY
T cell HTS vesicle-bound % – further read-out of T cell HTS, marked with its call; double positive events, %; measured here: CD8+ vesicle-bound cell fraction;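 binding gate set so that unloaded-vesicle control wells show 10% double positive cells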
NTR1 agonist cell count 20 µM – further read-out of NTR1 agonist, marked with its call; cell count; measured here: cell count, cytotoxicity flag
Dengue-2 NS5 capping pilot replicate – second read-out of Dengue-2 NS5 capping, no call of its own (marks repeat the call); inhibition, %; measured here: pilot screen replicate inhibition
* hit, by the source's call; i = inactive; ? = inconclusive; / = not tested or not shown; [ ] = dose if it differs, or a comment.

SMILES	K1F lysis inhibition	SV40 large T antigen	T cell HTS	T cell HTS vesicle-bound %	West Nile virus CPE	RSV CPE inhibition	Dengue-2 NS5 capping	MgcRacGAP inhibition	PhoP inhibition	NTR1 agonist	NTR1 agonist cell count 20 µM	others
C=CCNC(=O)c1snnc1-c1ccccc1	0.5%	5%	i	0	0.2%	0.6%	-9%	6%	-7%	0.7	59
CC1(C)N=C(SCC(=O)Nc2ccc(Cl)cc2Cl)C(c2ccccc2)=N1	-0.1%	0%	i	16	-1.1%	4.0%	-2%	4%	7%	1.0	98
Cc1c(C(=O)Nc2ccc(Cl)cn2)oc2ccccc12	-0.8%	1%	i	62	0.4%	3.0%	3%	16%	-5%	-0.2	54
Cn1cccc1/C=C(/C#N)c1ccc(F)cc1	-0.1%	0%	i	19	-0.3%	?	-5%	4%	-8%	1.0	61
CC1CCCN(C(=O)C(C)Nc2cc(Cl)ccc2N2CCOCC2)C1 (stereo not given)	-0.1%	8%	i	29	-1.0%	-2.5%	3%	2%	7%	-1.1	61
CC(C(=O)NCc1ccco1)n1ccc2cc(S(=O)(=O)N3CCCCC3)ccc21 (stereo not given)	0.4%	-8%	i	47	0.3%	4.4%	1%	9%	11%	-0.3	54
CC(C)(C)C(=O)c1sc2nc(-c3cccs3)cc(C(F)(F)F)c2c1N	0.1%	5%	i	50	-0.5%	1.6%	?	7%	-55%	17	63
N#C/C(=C(/O)c1ccc(F)cc1)c1nc2ccccc2s1	0.0%	21%	i	23	-1.2%	9.2%	-7%	6%	-5%	-0.3	44
CCC(NC(=S)NCc1ccc(F)cc1)c1ccccc1 (stereo not given)	-0.2%	3%	i	59	-0.6%	0.5%	-8%	1%	1%	2.7	68
Cc1ccc(/C=N/NC(=S)NC2CCCCC2)o1	0.4%	21%	i	30	-0.1%	2.2%	-10%	11%	-6%	-1.4	62
Cc1ccc(OCc2ccc(C(=O)Nc3nc4ccccc4n3C)o2)c([N+](=O)[O-])c1	0.2%[50 µM]	9%	i	38	-0.5%	7.1%	-1%	6%	0%	8.6	63
O=C(O)c1cc2nc(-c3ccccc3)cc(C(F)(F)F)n2n1	0.1%	3%	i	43	1.2%	1.5%	-3%	6%	6%	0.2	93
CC1(C)OC2OC(COC(=O)c3ccc([N+](=O)[O-])cc3)C3OC(C)(C)OC3C2O1 (stereo not given)	0.8%[50 µM]	7%	i	51	0.0%	1.5%	-6%	-7%	5%	-0.9	66
CCOC(=O)N1C=CC=C[C@@H]2[C@@H](N3C(=O)c4ccccc4C3=O)C(=O)N21	2.8%[50 µM]	4%	i	54	0.1%	1.6%	-1%	9%	6%	-1.5	58
COc1ccc(NS(=O)(=O)c2cc(NC(=O)c3cnc(C)cn3)ccc2N2CCCC2)cc1	4.4%	17%	i	34	0.0%	6.0%	0%	8%	1%	10	31
C#CCOCCOCCOCCNc1nc(N2CCN(C(=O)[C@H]([C@@H](C)CC)n3cc(CCCCN)nn3)CC2)nc(N2CCN(C(=O)[C@H](CCCCN)n3cc(CCCC)nn3)CC2)n1	1.2%	18%	i	36	/	-1.1%	-13%	9%	5%	-2.1	80
COCCNc1ccc(S(=O)(=O)N2CCCC2)cn1	-2.6%	9%	i	62	0.9%	-1.2%	12%	-2%	-2%	-0.5	59
Cc1ccc(C(=O)CCS(=O)(=O)c2ccc(F)cc2)cc1	-1.1%[50 µM]	21%	i	7	-1.6%	0.7%	-24%	5%	6%	2.7	63
Cc1cc(Br)ccc1S(=O)(=O)n1ccnc1C	0.3%	1%	i	36	0.1%	1.3%	-7%	2%	9%	-0.4	44
COc1ccc(C2C(C(=O)c3ccccc3)=C(C)Nc3nc4ccccc4n32)cc1OC (stereo not given)	-0.1%	11%	i	32	/	2.4%	0%	7%	-7%	2.1	78
O=C(CSc1ncnc2c1oc1ccccc12)Nc1ccccc1F	-0.5%	2%	i	24	0.1%	3.7%	-4%	7%	-7%	-0.5	61
Cc1ccccc1CN(C)CC(=O)Nc1cccc(S(=O)(=O)N(C)c2ccccc2)c1	0.2%	8%	i	53	-0.5%	?	4%	10%	2%	-0.6	97
Cc1cc(C)nc(Nc2ncc(O)n2-c2ccc(C)c(C)c2)n1	-0.1%	15%	i	54	-0.8%	2.6%	4%	3%	-4%	-0.7	67
COc1ccc(S(=O)(=O)NCC(=O)Nc2ccc3c(c2)OCCO3)cc1OC	0.0%	-1%	i	18	0.3%	0.6%	4%	3%	4%	-0.2	53
CC(C)N1C(=O)CC2(CC[N+](C)(CCOC(=O)C(c3ccccc3)c3ccccc3)CC2)C1=O (stereo not given)	0.3%	18%	i	15	-0.4%	1.0%	-10%	-2%	-14%	1.8	57
CCN1C(=O)CCC(C(=O)O)C1c1ccc(OC)cc1 (stereo not given)	2.9%	3%	i	57	0.6%	2.2%	8%	11%	-9%	-0.6	46
c1ccc2c(c1)CCCc1cc(NCCN3CCOCC3)nnc1-2	5.3%	23%	i	29	/	-1.5%	-7%	7%	-5%	-2.3	75
Cc1ccc(NC(=O)COc2ccc(/C=C3/SC(=Nc4ccccc4)N(Cc4cccnc4)C3=O)cc2)cc1	0.7%	-2%	i	24	0.2%	0.8%	-24%	11%	9%	-0.2	40
CCS(=O)(=O)N1CCN(C(=O)CCC2CCCC2)CC1	0.9%	-1%	i	12	-0.6%	0.7%	-4%	3%	3%	-0.2	96
CCO[C@H]1OC(C(=O)NC2CC2)=C[C@@H](c2ccc(C(F)(F)F)cc2)[C@@H]1CCCO	0.9%	10%	i	28	-0.1%	2.7%	2%	12%	-5%	-0.8	61
C/C(=N\NS(=O)(=O)c1ccc(C)cc1)c1cc2ccccc2oc1=O	-0.2%	20%	i	31	0.5%	-0.7%	/	6%	2%	-0.4	43
CCCSC1=C(C#N)C(c2ccc(O)c(OC)c2)CC(=O)N1 (stereo not given)	0.0%	33%	i	12	-0.1%	3.6%	-2%	11%	2%	-1.3	62
Nc1cc(=O)[nH]c(SCC(=O)Nc2ccc(F)c(Cl)c2)n1	-0.2%	7%	i	19	0.1%	12%	0%	6%	0%	2.1	44	Dengue-2 NS5 capping pilot replicate=3.0
Cc1cccc2cc(COC(=O)c3cccc([N+](=O)[O-])c3)c(=O)[nH]c12	/	2%	i	16	-0.1%	1.0%	/	/	-6%	2.2	59
COc1ccc(S(=O)(=O)N(C)C[C@@H]2Oc3c(NS(C)(=O)=O)cccc3C(=O)N([C@@H](C)CO)C[C@H]2C)cc1	0.3%	/	i	10	/	/	2%	2%	/	-1.3	51	Dengue-2 NS5 capping pilot replicate=0.0
CCOC(=O)c1nn(-c2ccccc2)c(=O)cc1SC(C)C	2.2%	16%	i	31	0.5%	1.8%	-14%	-1%	-1%	0.9	66
CCOc1cc(C(=O)N2CCC(CC3CC(c4ccc(Cl)cc4)=NO3)(C(=O)NCC3CCCCC3)CC2)cc(OCC)c1OCC (stereo not given)	0.6%	10%	i	42	-1.0%	7.1%	-2%	5%	0%	3.8	86
CN(C(=O)COC(=O)CCCc1c[nH]c2ccccc12)c1c(N)n(Cc2ccccc2)c(=O)[nH]c1=O	0.6%[50 µM]	/	i	49	/	0.8%	-4%	9%	/	-3.0	51
CC(=O)c1ccc(N(CC(=O)Nc2cc(C)on2)S(=O)(=O)c2ccc(C)cc2)cc1	-0.8%	/	i	26	/	/	10%	3%	/	0.9	70
COc1ccc(OC)c(NC(=O)CSc2nc3[nH]c(=O)cc(O)c3s2)c1	-0.1%[50 µM]	/	i	22	/	1.1%	-9%	10%	/	1.5	59
COc1ccc(N(CC(=O)NCc2cccnc2)S(=O)(=O)c2ccccc2[N+](=O)[O-])c(OC)c1	1.6%	27%	i	66	0.5%	0.0%	-4%	-1%	-3%	0.8	57
COc1ccccc1CCC(=O)Nc1cccc(S(=O)(=O)N2CCCC2)c1	2.5%[50 µM]	7%	i	31	-0.7%	3.8%	1%	10%	0%	0.5	58
CSc1cccc(NC(=S)N(CCCN2CCCC(C)C2)Cc2cccs2)c1 (stereo not given)	0.7%	7%	i	25	-1.9%	-1.1%	-5%	5%	0%	4.2	75
CC(=O)Nc1ccc(/C=N/NS(=O)(=O)c2cc(C)ccc2C)cc1	0.4%[50 µM]	4%	i	14	0.6%	2.3%	0%	3%	-8%	-0.4	72
O=C(N/N=C\c1ccc(S(=O)(=O)O)o1)c1ccc2c(c1)OCO2	0.3%	15%	i	44	-0.7%	0.1%	1%	16%	0%	0.2	62
Cc1ccc(C(=O)Nc2cccc(N3C(=O)C4CCC(C)CC4C3=O)c2)cc1 (stereo not given)	0.0%	0%	i	40	0.4%	0.4%	-7%	7%	-5%	2.0	76
CCN(CC)C(=O)CSC1=C(C#N)C(c2cccs2)C=C(C)N1 (stereo not given)	-0.3%	7%	i	43	-0.2%	4.6%	-8%	11%	0%	0.4	65
O=C(Nc1nnc(S(=O)(=O)N2CCCCC2)s1)c1cccc(Br)c1	-0.4%	17%	i	21	-0.8%	5.2%	2%	2%	/	2.4	57
O=C(c1c(Cl)cccc1Cl)N1CCN(c2ncccn2)CC1	0.1%	7%	i	54	-0.4%	0.7%	-5%	14%	2%	1.7	75
